ARFGAP1 inhibitor = inhibitors of rat ARFGAP1; Q62848; Arfgap1-stimulated ARF1 GTP hydrolysis, GDP FP detection; inhibition, % at 16.5 µM; 0.26% of 360,000 active; AID 651572;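 active = inhibition above a per-plate limit, mean inhibition of low control wells plus 3 SD, cut at about 25% in these data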;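 note: 0% = DMSO wells with enzyme and 100% = wells lacking Arfgap1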
Target sequence (Q62848 1-136 limits assumed): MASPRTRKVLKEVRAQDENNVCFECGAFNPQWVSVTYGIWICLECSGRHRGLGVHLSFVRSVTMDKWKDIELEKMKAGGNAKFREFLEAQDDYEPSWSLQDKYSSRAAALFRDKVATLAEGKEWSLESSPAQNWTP
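Replicates: Single well per compound | Assay system: Truncated rat Arfgap1 GAP domain | Control set: No-Arfgap1 wells (100%) versus DMSO full-reaction wells (0%) | Times: Enzyme reaction 120 min at 25 °C after 20 min preincubation | Reagent: Human ARF1(Δ1-17)-GTP substrate | Measured by: Tracer-displacement fluorescence polarization with EDTA stop, 620/688 nm | Measure: Percent inhibition of Arfgap1-stimulated GTP hydrolysis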
Tn7 DDE FP = inhibitors of Tn7 peptide binding to human fibrin DD(E); P02675; 0.13% of 370,000 active; inhibition, % at 8.3 µM; FP displacement of FITC-Tn7 peptide from fibrin DD(E); 0% = median of compound wells per plate;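 active = inhibition above the mean of compounds falling within the control limits plus 3 SD of them, cut at about 14% in these data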;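 note: 0% = plate median of compound wells and 100% = 10 µM Aha-Tn7 peptide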
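Test system: human clot-derived fibrin DD(E) complex / Quantity: 2 µM final DD(E) protein / Incubation: 10 min plus 3 h, room temperature / Measured by: fluorescence polarization / Benchmarks: high control of 10 µM Aha-Tn7 peptide / Replicates: singlicate testing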
PLCb3 inh = PLC-beta3 (human) inhibition, primary screen | Purified PLC-beta3, fluorogenic substrate, fluorescence | inhibition, % at 12.2 µM | 0.18% of 370,000 active; in the data active = inhibition above about 11%;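 note: 0% = median of compound wells on plate and 100% = full blocker control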
ADAM17 inh = inhibitors of human ADAM17 | P78536 | recombinant ADAM17, EDANS/DABCYL FRET peptide cleavage | AID 720648 | 0.83% of 370,000 active | inhibition, % at 6.95 µM;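 active = inhibition above the mean of compounds lying between control limits plus 3 SD, set per campaign, cut at about 8.5% in these data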;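 note: 0% = DMSO-only wells as the low control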
PLCg1 inh = PLC-gamma1 (human) inhibition, primary screen. inhibition, % at 12.2 µM. P19174. 0.84% of 370,000 active. purified PLC-gamma1, fluorogenic substrate, fluorescence; in the data active = inhibition above about 9.5%
SIAE inh = human SIAE inhibition, primary screen | SIAE FP-Rh probe binding, fluorescence polarization | inhibition, % at 9.66 µM | 0.69% of 370,000 active | AID 1053197;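 active = inhibition above a cutoff: mean of compounds within the control limits plus 3 SD of those, cut at about 17% in these data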;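 note: 0% = plate median of compound wells and 100% = probe without SIAE protein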
DDE Tn6 FP inh = disrupts Tn6 cyclic peptide binding to fibrin D-Dimer-E complex; P02675; Fibrin DD(E) TRITC-Tn6 fluorescence polarization displacement; inhibition, % at 8.3 µM; 0.21% of 370,000 active; AID 720509;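 active = inhibition above a per-campaign cutoff: mean of compounds within control limits plus 3 SD, cut at about 15% in these data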;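 note: 0% = median of all compound wells on the plate and 100% = blocking peptide control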
TDP2 absorb = blocks human TDP2 phosphodiesterase activity. 0.34% of 370,000 active. AID 720702. O95551. inhibition, % at 12.8 µM. recombinant TDP2, T5PNP hydrolysis, p-nitrophenol absorbance 415 nm;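 active = inhibition above the mean of all tested compounds plus 3 SD, set per campaign, cut at about 25% in these data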;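 note: 0% = DMSO with enzyme and 100% = buffer with substrate but no TDP2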
Target sequence (O95551 whole entry, looked up): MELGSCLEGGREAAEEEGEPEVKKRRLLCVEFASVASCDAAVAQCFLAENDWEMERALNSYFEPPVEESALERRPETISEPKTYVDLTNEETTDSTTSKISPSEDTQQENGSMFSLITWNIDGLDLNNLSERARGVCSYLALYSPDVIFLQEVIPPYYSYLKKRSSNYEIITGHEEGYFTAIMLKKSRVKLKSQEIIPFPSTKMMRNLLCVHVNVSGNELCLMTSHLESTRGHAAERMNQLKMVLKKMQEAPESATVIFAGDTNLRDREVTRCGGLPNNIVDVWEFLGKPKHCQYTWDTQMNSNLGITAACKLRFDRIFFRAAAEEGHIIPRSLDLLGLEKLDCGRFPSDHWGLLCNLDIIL
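test system = human TDP2 enzyme | input = TDP2 enzyme at 120 nM final | medium = 50 mM Tris-HCl pH 7.5 with Mg2+, KCl, DTT, BSA | also added = T5PNP substrate, 5 mM | times = 2 h at 37 °C | technique = epi absorbance | benchmarks = high control without enzyme, low control DMSO plus TDP2 | replication = each compound tested once, singlicate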
ASAP1 GAP inh = ASAP1 ArfGAP inhibition | Q9ULH1 | AID 624377 | inhibition, % at 16.5 µM | ASAP1-stimulated ARF1 GTP hydrolysis, GDP FP detection | 0.19% of 360,000 active; in the data active = inhibition above about 25%;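 note: 0% = vehicle with enzyme and substrate and 100% = no enzyme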
Target sequence (Q9ULH1 325-724 limits assumed): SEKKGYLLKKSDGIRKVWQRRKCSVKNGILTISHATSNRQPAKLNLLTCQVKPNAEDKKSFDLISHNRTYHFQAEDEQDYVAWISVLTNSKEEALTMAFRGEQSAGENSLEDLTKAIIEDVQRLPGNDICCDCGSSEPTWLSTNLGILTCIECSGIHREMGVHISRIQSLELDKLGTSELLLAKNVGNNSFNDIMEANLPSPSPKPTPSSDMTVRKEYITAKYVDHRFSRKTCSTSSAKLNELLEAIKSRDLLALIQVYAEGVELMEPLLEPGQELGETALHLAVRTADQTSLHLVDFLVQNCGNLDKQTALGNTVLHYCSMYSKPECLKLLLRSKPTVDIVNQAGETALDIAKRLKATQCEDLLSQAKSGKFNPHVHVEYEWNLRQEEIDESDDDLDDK
ADAM10 inh = ADAM10 inhibition, QFRET primary screen; O14672; recombinant ADAM10, EDANS/DABCYL FRET peptide cleavage, 3 h; inhibition, % at 7 µM; 0.62% of 370,000 active; AID 720582;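 active = inhibition above a per-campaign cutoff equal to the mean of compounds falling between control-based bounds plus 3 SD, cut at about 20% in these data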;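 note: 0% = DMSO wells while the 100% control is not disclosed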
An asterisk follows results filed as active; i = inactive. This is a random part of the collection (roughly 3.6% active in at least one column).

SMILES	ARFGAP1 inhibitor	Tn7 DDE FP	PLCb3 inh	ADAM17 inh	PLCg1 inh	SIAE inh	DDE Tn6 FP inh	TDP2 absorb	ASAP1 GAP inh	ADAM10 inh
O=C(C1CC(=O)N(c2ccc(Cl)cc2)C1)N1CCOCC1 (configuration not stated)	11	3	-8	-1	-2	-3	0	20	-3	-2
O=C(CSc1ncnc2c1nnn2Cc1ccccc1F)NCC1CCCO1 (configuration not stated)	3	0	-7	0	-1	-5	5	-15	3	-4
CC(=O)Oc1cccc(/C=C2\C=C(c3ccc(C)cc3)OC2=O)c1	7	1	-40	-8	-26	0	-6	-2	3	-26
C#CCOc1ccc(/C=C2/C(=O)ON=C2C)cc1OCC	-10	-4	-10	-4	-3	1	-4	7	14	-13
COc1ccc(C(=O)C[n+]2ccc(C)cc2)cc1	-10	-6	7	3	3	-10	-2	-11	7	3
COCCNC(=O)C(C)OC(=O)C1=Cc2ccccc2OC1 (configuration not stated)	-9	1	-114	-20	-66	8	-3	6	-12	-57
CC(=O)CSc1nc(N(C)C)nc(N(C)C)n1	7	1	-1	0	-1	6	9	12	6	3
CC(NC(=O)Nc1nnc(C(F)(F)F)s1)N1C(=O)C2C3C=CC(C3)C2C1=O (configuration not stated)	-4	1	1	0	4	-9	0	-2	6	8
Cc1ccc(-n2ncc(C#N)c2/N=C/N2CCN(C)CC2)cc1	9	1	2	0	-1	-5	-2	4	-10	3
Cc1sc(NC(=O)CSc2nnnn2C2CCCCC2)c(C#N)c1C	-10	8	0	-2	1	-1	4	4	8	5
COc1ccc(C(=O)NC2CCCc3c2cnn3-c2ccc(C)c(C)c2)c(OC)c1OC (configuration not stated)	4	-5	-8	3	-2	-10	-6	-4	3	0
CC(C)(C)c1cc(NC(=O)COC(=O)c2ccc(O)cc2O)n(-c2ccccc2)n1	13	-4	3	2	3	-19	-4	-18	7	14
CC(C)C[C@@H](COCc1cccc(C(F)(F)F)c1)N1CCN(C(=O)c2ccc(C(F)(F)F)cc2)CCC1=O	3	1	-2	4	-2	6	-3	-4	0	9
C=CCSc1nc2ccccc2c2nc(-c3ccccc3)nn12	2	2	7	6	5	-7	0	-11	5	-1
Cc1ccc(NC(=O)C2CCCN2C(=O)NC2CCCCC2)cc1 (configuration not stated)	4	1	-2	-2	-3	1	1	0	-7	-6
CCOc1ccc2c(C)c(Cl)c(=O)oc2c1	-6	2	-363	i	-309	0	3	3	1	i
Cc1cc(OCC(=O)Nc2cc(S(=O)(=O)N3CCOCC3)ccc2N2CCCC2)ccc1C(C)C	11	0	-1	-1	9	-3	-3	-12	-2	-8
COC(c1ccccc1)c1nnc(CCC(=O)NCCC(C)C)o1 (configuration not stated)	-9	4	-1	7	9	-10	5	-15	6	8
N#Cc1nc(-c2ccccc2)oc1NCC1CCCO1 (configuration not stated)	5	5	-428	-265	-395	-1	-8	2	-1	i
Cc1cccc(CS(=O)(=O)c2cn(CC(=O)N3CCOCC3)c3ccccc23)c1	2	-10	-6	-3	3	-3	6	3	-5	6
Cn1c(SCCN2CCOCC2)nc2sc3c(c2c1=O)CCCC3	-3	0	-5	-6	-1	-2	-4	15	-1	1
CC1CCN(Cc2nc3c(c(=O)n(C)c(=O)n3C)n2CCc2ccccc2)CC1	3	-3	-2	-3	0	1	3	8	6	-2
COC(=O)c1n[nH]n(-c2cc(Cl)cc(Cl)c2)c1=O	1	9	-7	-3	-3	3	-9	6	-10	0
CC(C)NC(=O)N(C)C[C@H]1Oc2c(NC(=O)Cc3ccccc3)cccc2C(=O)N([C@H](C)CO)C[C@@H]1C	-11	-6	5	1	2	6	4	-8	-6	3
Cc1cccc(C)c1Nc1nnc(SCc2nc3ccccc3c(=O)[nH]2)s1	-1	-2	-9	-2	-4	-2	3	-3	5	-5

Five compounds picked at random from those above, as already listed:
SMILES	ARFGAP1 inhibitor	Tn7 DDE FP	PLCb3 inh	ADAM17 inh	PLCg1 inh	SIAE inh	DDE Tn6 FP inh	TDP2 absorb	ASAP1 GAP inh	ADAM10 inh
CC(C)(C)c1cc(NC(=O)COC(=O)c2ccc(O)cc2O)n(-c2ccccc2)n1	13	-4	3	2	3	-19	-4	-18	7	14
Cn1c(SCCN2CCOCC2)nc2sc3c(c2c1=O)CCCC3	-3	0	-5	-6	-1	-2	-4	15	-1	1
Cc1ccc(NC(=O)C2CCCN2C(=O)NC2CCCCC2)cc1 (configuration not stated)	4	1	-2	-2	-3	1	1	0	-7	-6
Cc1cc(OCC(=O)Nc2cc(S(=O)(=O)N3CCOCC3)ccc2N2CCCC2)ccc1C(C)C	11	0	-1	-1	9	-3	-3	-12	-2	-8
Cc1ccc(-n2ncc(C#N)c2/N=C/N2CCN(C)CC2)cc1	9	1	2	0	-1	-5	-2	4	-10	3

(further entries)
SMILES	ARFGAP1 inhibitor	Tn7 DDE FP	PLCb3 inh	ADAM17 inh	PLCg1 inh	SIAE inh	DDE Tn6 FP inh	TDP2 absorb	ASAP1 GAP inh	ADAM10 inh
Cc1cccc(N(Cc2cc(=O)[nH]c3ccccc23)C(=O)C(C)C)c1	17	-1	-4	-5	2	1	-5	-3	4	-11
COC(=O)COc1ccc(S(=O)(=O)NCCC2=CCCCC2)cc1	-7	-4	-2	-3	-6	0	1	-4	-12	7
COc1ccc(S(=O)(=O)Nc2cc(SCC(=O)O)c(O)c3ccccc23)cc1	-5	-1	-28	-9	-15	16	6	43*	6	-29
O=C(CCl)Nc1cc(-c2ccccc2)nn1-c1ccccc1	9	0	-3	0	2	3	3	5	7	6
CCN(CC(=O)NCc1cccs1)C(=O)c1cccc(S(=O)(=O)N(C)C)c1	-14	-4	-1	-2	-2	-1	-2	-7	-12	0
CCOCCCNC(=O)c1ccc2c(=O)n(CCCOCC)c(=S)[nH]c2c1	2	2	-4	-8	0	4	-6	0	5	-3
O=C(NCc1cccnc1)c1cccc(NC(=O)c2ccco2)c1	4	1	4	-2	1	0	4	-5	3	5
O=C(NCCCNC(=O)c1c(F)cccc1F)c1c(F)cccc1F	-1	-9	-6	-2	3	-3	9	-13	-5	-10
CCOc1ccc(CC2CC(=O)NC2=O)cc1 (configuration not stated)	-6	0	2	-4	-1	7	2	8	-19	-6
Cc1ccc(NC(=O)CSc2nc3ccccc3c(=O)n2CCCC(=O)NCCCN2CCOCC2)cc1C	-3	-5	0	-1	4	-11	-3	-16	-1	9
COC(=O)CSc1nc2cc3c(cc2cc1C)OCCO3	5	8	2	-3	3	3	0	6	0	3
CCN1CCN(C(CNS(=O)(=O)c2ccc(F)cc2)c2cccnc2)CC1 (configuration not stated)	0	2	-10	0	2	5	-4	-8	-11	-2
Cc1cc(C)c2[nH]c(O)c(N=NC3=NC(=O)CS3)c2c1	-2	-6	-2	2	3	10	-5	-2	12	6
CN(C)c1ccc(CN2CCC(C(=O)NC(c3ccc(Cl)cc3)c3cnccn3)CC2)cc1 (configuration not stated)	2	-5	3	2	5	0	0	-2	2	2
CCc1ccc(C(=O)Nc2cccnc2Oc2ccc(Cl)cc2)cc1	3	6	-9	-1	0	-6	2	-3	11	-3
O=C(CNC(=O)c1ccccc1)OC(C(=O)c1ccccc1)c1ccccc1 (configuration not stated)	1	-7	1	1	-1	4	4	-1	-6	1
O=C(O)/C=C/C(=O)NCc1csc2ccccc12	6	3	-2	0	0	-4	2	-19	5	-2
CC1(CC(=O)O)C(=O)N=C2C=CC=CN21 (configuration not stated)	-1	8	-196	-486	-136	3	-7	6	-2	i
Cc1nc(N2CCOCC2)c2c(C)c(C(=O)Nc3ccc(F)cc3F)sc2n1	-20	-3	-4	3	3	2	-2	-14	1	5
O=C(c1cccc([N+](=O)[O-])c1)N1CCN(c2ccc(Cl)cc2)CC1	3	1	2	-1	11*	1	2	-5	-19	10
CCCCOc1ccc(C(=O)NN2CCN(C)CC2)cc1	0	6	-3	-7	1	-2	-6	-2	7	2
CN(C(=O)COC(=O)C1(C)CC1(Cl)Cl)c1c(N)n(Cc2ccccc2)c(=O)[nH]c1=O (configuration not stated)	-15	1	-6	-6	4	-5	-1	7	-3	-12
COc1ccccc1NC(=O)C(=O)N1N=C(C(C)C)CC1(O)C(F)(F)F (configuration not stated)	-2	5	5	4	2	10	-4	-14	0	2
O=C(COc1ccc(C(=S)N2CCCC2)cc1)Nc1ccc(F)cc1	8	5	-2	-1	1	3	8	6	10	-6
CCOc1cc(C(=O)Nc2cc(C(=O)OC)ccc2C)ccc1OCC(=O)N1CCOCC1	-4	-2	-1	0	0	-7	0	-3	-1	-2
SMILES	ARFGAP1 inhibitor	Tn7 DDE FP	PLCb3 inh	ADAM17 inh	PLCg1 inh	SIAE inh	DDE Tn6 FP inh	TDP2 absorb	ASAP1 GAP inh	ADAM10 inh
CCS(=O)(=O)c1ccc(O)c(NC(=O)COc2ccc(Cl)cc2)c1	19	3	3	-2	-1	-8	-4	3	-2	-5
O=C(NC1CCS(=O)(=O)C1)N1CCCCC1 (configuration not stated)	-5	1	-1	-5	-1	-3	-1	8	17	-6
COC(=O)[C@]12CCCCC=C1N(CCC1=CCCCC1)C(=O)[C@H](CC(=O)NCc1cccs1)C2	0	2	2	3	3	-1	-13	-9	-3	14
COc1ccc(-n2c3c(cc(C(=O)Nc4ccc(C)cc4)c2=O)C(=O)CCC3)cc1	-11	-1	2	-1	1	1	0	-3	-6	1
COC(=O)C1=C(N)Oc2cc(C)n(Cc3cccnc3)c(=O)c2C1c1cccc(OC)c1OC (configuration not stated)	6	3	9	4	9.7*	-8	-8	-13	0	-6
O=C(C[C@H]1C/C=C\C[C@H](Cc2ccc(F)cc2)C(=O)O[C@@H](c2ccccc2)CNC1=O)N[C@@H](CO)Cc1ccccc1	5	-1	3	-3	0	-6	0	6	8	-8
CCCc1nnc(NC(=O)C23CC4CC(CC(C4)C2)C3)s1	8	-3	-4	-1	2	1	-7	7	-1	4
COC(=O)c1ccc(CN2C(=O)C(C)ON=C2c2ncccc2C)o1 (configuration not stated)	0	-3	-4	-4	-2	0	-7	7	-11	-11
COC(=O)N1[C@H](C)C=C[C@]1(Cc1ccccc1)C(=O)O	-6	3	1	-5	5	2	-9	-6	11	0
CCc1nnc(NC(=O)C2=CCN(S(=O)(=O)c3ccc(F)cc3)CC2)s1	-4	0	-6	-4	0	1	-2	11	-11	-3
Cc1cccc(-n2ncc3c(NC(C)C)ncnc32)c1	0	-5	-3	4	-2	1	-3	-6	15	-14
CCN1C(=O)[C@H]2[C@@H](c3ccc(-c4cccc(Cl)c4)cc3)N[C@@](C)(C(=O)OC)[C@H]2C1=O	-11	2	2	5	-3	-3	-8	-11	-6	24*
O=C(Nc1cc(C(F)(F)F)ccc1N1CCCCC1)c1cccc([N+](=O)[O-])c1	2	7	-2	0	-1	2	-7	-3	1	10
N#CCSc1nccc(-c2cc(Cl)sc2Cl)n1	13	-2	-2	-3	2	1	-1	5	1	-2

Bioassay records: PubChem, The Scripps Research Institute Molecular Screening Center
